AmpC inh det: inhibitors of E. coli AmpC beta-lactamase with detergent. P00811. purified AmpC, nitrocefin hydrolysis with detergent. Potency, µM (doses to about 28.7 µM), for the others: at the top dose activity change, negative = inhibition. hit rate 0.09% among 71,000; active = well fitted curve in the direction sought with a large enough effect
Target sequence (P00811 whole entry, looked up): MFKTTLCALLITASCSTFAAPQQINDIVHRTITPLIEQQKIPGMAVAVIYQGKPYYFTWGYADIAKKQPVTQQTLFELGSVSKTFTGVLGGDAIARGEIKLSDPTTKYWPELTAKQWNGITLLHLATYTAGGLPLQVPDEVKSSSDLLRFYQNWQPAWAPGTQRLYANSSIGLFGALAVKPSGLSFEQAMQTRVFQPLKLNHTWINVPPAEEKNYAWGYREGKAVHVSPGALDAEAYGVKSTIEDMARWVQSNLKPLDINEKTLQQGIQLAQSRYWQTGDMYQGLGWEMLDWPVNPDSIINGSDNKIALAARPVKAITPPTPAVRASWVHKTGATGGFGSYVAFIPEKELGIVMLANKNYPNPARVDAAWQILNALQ
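E. coli AmpC (5.3 nM) in 20 mM phosphate pH 7.0 with 0.01% Triton X-100, preincubated 15 min RT with compound; nitrocefin (2 uL of 800 uM stock) hydrolysis followed by 480 nm absorbance every 20 s over 4 min.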
Numbers without * were called inactive; [ ] = dose if it differs, or a comment. % is scaled to controls: 0 for no effect and ±100 for the full control effect; potency is read from the fitted curve at half-maximal effect. A portion of the library; count on the stated rates, not on these rows.

How did N#Cc1c2ncn(CC(=O)c3ccc(Br)cc3)c(=O)c2c2n1CCC2 do in these assays?
AmpC inh det: 1.0%

How did CCCCOC(=O)C1=C(N)OC2=C(C(=O)CCC2)[C@]12C(=O)N(C)c1ccccc12 do in these assays?
AmpC inh det: 5.4%

What do the screens show for `CCOc1ccccc1C(=O)NCc1ccco1`?
AmpC inh det: 7.4%

Results for N#CCCn1c(=O)c(-c2ccc(F)cc2)nc2cnc(Oc3cccc(Cl)c3)nc21 ?
AmpC inh det: -1.3%

How did CCCCn1nc(C(=O)N2CCc3ccccc32)c2ccccc2c1=O do in these assays?
AmpC inh det: -1.1%

What do the screens show for `N#Cc1c(N)nc(N2CCCC2)c(C#N)c1-c1ccc(Cl)cc1`?
AmpC inh det: 3.8%

Results for CNCCc1ccc(O)c(O)c1 ?
AmpC inh det: -3.5%

How did N[C@H](C(=O)N[C@@H]1C(=O)N2C(C(=O)O)=C(Cl)CS[C@@H]12)c1ccccc1 do in these assays?
AmpC inh det: -5.7%[12.8 µM]

How did Cc1ccc(NC(=O)CCn2c(=O)oc3ccccc32)c(C)c1 do in these assays?
AmpC inh det: -2.0%

What do the screens show for `CC(C)(C)NCC[C@@H](O)c1cc(C(F)(F)F)nc2c(C(F)(F)F)cccc12`?
AmpC inh det: -2.6%[5.75 µM]

How did CCC(=O)Nc1ccc2c(c1)nc1n2CCSC1 do in these assays?
AmpC inh det: 16.8%

Results for COc1ccccc1NC(=O)CSc1nnc(-c2ccncc2)n1CC1CCCO1 (stereo not drawn) ?
AmpC inh det: -4.3%

What do the screens show for `N#CCCn1c(SCC(=O)NCCc2ccc(F)cc2)nc2ccccc21`?
AmpC inh det: -2.1%

How did CCOC(=O)C(C)Sc1nc2c(c(=O)[nH]c(=O)n2C)n1Cc1ccc(Cl)cc1 (stereo not drawn) do in these assays?
AmpC inh det: 9.2%

What do the screens show for `CCC/C=C(\CCC)C(NS(C)(=O)=O)c1ccccc1` (stereo not drawn)?
AmpC inh det: -4.4%

Results for O=C(c1cccs1)c1cn(CC(=O)N2CCc3ccccc3C2)c2ccccc12 ?
AmpC inh det: -3.7%

How did O=C1C2C3C=CC(C3)C2C(=O)N1CCCCN1C(=O)C2C3C=CC(C3)C2C1=O (stereo not drawn) do in these assays?
AmpC inh det: -3.5%

What do the screens show for `Cc1ccc2nc3c(cc(C(=O)NCCCn4ccnc4)n3C)c(=O)n2c1`?
AmpC inh det: -2.5%

How did O=C(c1cc(-c2ccccc2)on1)N1CCN(Cc2ccc3c(c2)OCO3)CC1 do in these assays?
AmpC inh det: 13.5%

What do the screens show for `Nc1nc(CN2CCN(c3cccc(Cl)c3)CC2)nc(N2CCCc3ccccc32)n1`?
AmpC inh det: -2.7%

What do the screens show for `c1cncc(-c2nc(-c3ccc4c(c3)OCO4)cs2)c1`?
AmpC inh det: -5.7%

How did O=C(NCC1(N2CCOCC2)CCCCC1)c1ccc(Cl)c(S(=O)(=O)NCc2ccco2)c1 do in these assays?
AmpC inh det: -1.9%

How did Cc1ccc(C)c(-n2c(CNC(=O)c3ccco3)nnc2SCC(=O)Nc2nccs2)c1 do in these assays?
AmpC inh det: 9.8%

What do the screens show for `COc1cccc(OCCOc2c(OC)cccc2OC)c1`?
AmpC inh det: -6.9%

What do the screens show for `Cc1noc(NS(=O)(=O)c2ccc(N3Cc4ccccc4C3=O)cc2)c1C`?
AmpC inh det: -2.8%

How did CCCCCCCCCCCCCCCCCCc1ccc(C(=O)/C=C\C(=O)O)cc1 do in these assays?
AmpC inh det: -4.0%

What do the screens show for `O=C1c2oc3ccc(F)cc3c(=O)c2C(c2cccc(O)c2)N1CCCN1CCOCC1` (stereo not drawn)?
AmpC inh det: 13.4%

How did COC(=O)c1[nH]c2c(c1C)C(=O)CCC2 do in these assays?
AmpC inh det: -3.5%

Results for COC(=O)Cc1csc(N)n1 ?
AmpC inh det: 0.5%

Results for O=C1O[C@@H]([C@H](O)[C@H](O)[C@H](O)CO)[C@@H](O)[C@@H]1O ?
AmpC inh det: -4.7%[5.75 µM]

What do the screens show for `COc1cccc(C(=O)Nc2ccc3nc(N4CCN(c5ncccn5)CC4)cc(C)c3c2)c1OC`?
AmpC inh det: -5.7%

How did CC(CCc1ccccc1)NC(=O)C1CCN(S(=O)(=O)c2cnc[nH]2)CC1 (stereo not drawn) do in these assays?
AmpC inh det: -3.4%

What do the screens show for `Cn1c(=O)c(-c2ccc(Cl)cc2)nc2cnc(Nc3ccccc3)nc21`?
AmpC inh det: 0.7%

How did c1ccc2[nH]c(NCCN3CCOCC3)nc2c1 do in these assays?
AmpC inh det: -3.4%

Results for Cc1ccccc1Oc1ccc(Oc2ccccc2C)nn1 ?
AmpC inh det: 11.3%

Results for COC(=O)C1=C(C)NC(=O)CC1c1cc2c(cc1Br)OCO2 (stereo not drawn) ?
AmpC inh det: 10.3%

How did COc1ccc(C(=O)Nc2cccnc2)cc1S(=O)(=O)N1CCOCC1 do in these assays?
AmpC inh det: 4.1%

How did CS(=O)(=O)N(CC(=O)O)c1ccc2c(c1)OCO2 do in these assays?
AmpC inh det: -2.2%

Results for COC(=O)N1CC=CC1(C)C(=O)O (stereo not drawn) ?
AmpC inh det: 20.9%

What do the screens show for `CCCS(=O)(=O)N1CCC(C(=O)NCCN(CC)c2ccccc2)CC1`?
AmpC inh det: -0.1%

What do the screens show for `CN(C)CCCNc1oc(-c2cccc(Cl)c2)nc1C#N`?
AmpC inh det: 0.7%

How did CCCN(CCC)CCCNC(=O)c1cc2cc3ccc(OC)cc3nc2o1 do in these assays?
AmpC inh det: -0.9%

Results for Cc1ccc(C2CC(c3ccccc3C)n3nc(N)nc3N2)cc1 (stereo not drawn) ?
AmpC inh det: 8.9%

Results for CC1=C(C(=O)Nc2cccnc2)C(c2cccnc2)n2nc(-c3cccs3)nc2N1 (stereo not drawn) ?
AmpC inh det: 6.4%

Results for COc1ccc2c(c1)c(=O)c(Br)c(C)n2Cc1ccccc1 ?
AmpC inh det: -4.0%

What do the screens show for `Oc1c(C(c2cccs2)N2CCN(c3ccccc3)CC2)sc2ncnn12` (stereo not drawn)?
AmpC inh det: 9.1%

How did CC(C)(C)c1ccc(OCCN2CCCC2)cc1 do in these assays?
AmpC inh det: -1.6%

How did C[C@]12N[C@@H](Cc3ccccc31)c1ccccc12 do in these assays?
AmpC inh det: -4.9%

Results for CCC(C)COC(=O)c1ccc(C(=O)O)cc1 (stereo not drawn) ?
AmpC inh det: 8.8%

How did Cc1cc(N2CCOCC2)n2nc(-c3cccc(F)c3)cc2n1 do in these assays?
AmpC inh det: -3.0%

How did O=C(CCC1COc2ccccc2O1)Nc1ncccc1O (stereo not drawn) do in these assays?
AmpC inh det: -1.1%

Results for COc1ccc(-c2nc(N3CCOCC3)nc3nn4c(C)c(CCC(=O)O)c(C)nc4c23)cc1 ?
AmpC inh det: -5.2%

Results for COc1ccc(C2(CNC(C)=O)CCCC2)cc1OC ?
AmpC inh det: 0.5%

Results for O=C(Cn1nc(Cc2cccnc2)c2ccccc2c1=O)NCc1ccc2c(c1)OCO2 ?
AmpC inh det: 7.1%

How did CC1(C)CC(=O)C=C(Nc2ccc(Br)cn2)C1 do in these assays?
AmpC inh det: 1.1%

Results for COc1ccc(O)c(C(=O)c2cc(C#N)c(=O)n(CCN3CCOCC3)c2)c1 ?
AmpC inh det: 1.3%

What do the screens show for `COC(=O)c1sc(N)c(C(=O)OC)c1CSc1nnc(-c2ccccc2Cl)n1C`?
AmpC inh det: -1.7%

What do the screens show for `CN1CCN(CC(=O)Nc2ccc(Cl)cc2Cl)CC1`?
AmpC inh det: -3.7%

How did O=C(CN(Cc1ccccc1)C(=O)c1ccco1)NCc1ccc(F)cc1 do in these assays?
AmpC inh det: -4.0%

Results for O=C1CN=C(c2ccccc2)c2oc3ccc(Br)cc3c2N1 ?
AmpC inh det: -3.7%

The final seven entries of the part before open the next one.
Results for O=C(Cn1nc(Cc2cccnc2)c2ccccc2c1=O)NCc1ccc2c(c1)OCO2 ?
AmpC inh det: 7.1%

How did CC1(C)CC(=O)C=C(Nc2ccc(Br)cn2)C1 do in these assays?
AmpC inh det: 1.1%

Results for COc1ccc(O)c(C(=O)c2cc(C#N)c(=O)n(CCN3CCOCC3)c2)c1 ?
AmpC inh det: 1.3%

What do the screens show for `COC(=O)c1sc(N)c(C(=O)OC)c1CSc1nnc(-c2ccccc2Cl)n1C`?
AmpC inh det: -1.7%

What do the screens show for `CN1CCN(CC(=O)Nc2ccc(Cl)cc2Cl)CC1`?
AmpC inh det: -3.7%

How did O=C(CN(Cc1ccccc1)C(=O)c1ccco1)NCc1ccc(F)cc1 do in these assays?
AmpC inh det: -4.0%

Results for O=C1CN=C(c2ccccc2)c2oc3ccc(Br)cc3c2N1 ?
AmpC inh det: -3.7%

Results for Cc1cc(NC2C3CC4CC(C3)CC2C4)n2nnnc2n1 (stereo not drawn) ?
AmpC inh det: -0.1%

Results for Nc1ccnc(C(F)(F)F)c1C(=O)c1ccccc1 ?
AmpC inh det: 4.1%

Results for CCNc1ncc2nc(-c3ccccc3)c(=O)n(-c3ccc(OC)cc3)c2n1 ?
AmpC inh det: -1.7%

Results for C=C/C(C)=C/[C@]1(C)SC(=O)C(C)=C1O ?
AmpC inh det: -2.1%

How did CC(NS(C)(=O)=O)C(c1cccs1)N1CCN(c2ccc(F)cc2)CC1 (stereo not drawn) do in these assays?
AmpC inh det: 0.3%

Results for Cc1occc1-c1nnc(SCC(=O)N2c3ccccc3CCc3ccccc32)n1C ?
AmpC inh det: 15.8%

How did COc1ccccc1C(=O)N1CCc2ccccc21 do in these assays?
AmpC inh det: 1.2%

How did COCC(=O)Nc1ccc(N(C)C)cc1 do in these assays?
AmpC inh det: -2.7%

What do the screens show for `CC1CN(S(=O)(=O)c2ccc(NC(=O)CCCN3C(=O)c4ccccc4C3=O)cc2)CC(C)O1` (stereo not drawn)?
AmpC inh det: -3.9%

What do the screens show for `Cn1c(=O)c2c(nc(Br)n2CC(=O)C23CC4CC(CC(C4)C2)C3)n(C)c1=O`?
AmpC inh det: 15.3%

A run of entries from the list above, for reference:
How did COCC(=O)Nc1ccc(N(C)C)cc1 do in these assays?
AmpC inh det: -2.7%

What do the screens show for `CC1CN(S(=O)(=O)c2ccc(NC(=O)CCCN3C(=O)c4ccccc4C3=O)cc2)CC(C)O1` (stereo not drawn)?
AmpC inh det: -3.9%

What do the screens show for `Cn1c(=O)c2c(nc(Br)n2CC(=O)C23CC4CC(CC(C4)C2)C3)n(C)c1=O`?
AmpC inh det: 15.3%

Continued.
How did CCCOc1ccc(N2C(=O)CC(N3CCN(c4ccccc4F)CC3)C2=O)cc1 (stereo not drawn) do in these assays?
AmpC inh det: 11.1%

How did Cc1ccc(S(=O)(=O)C2(C(=O)Nc3cccnc3)CC2)cc1 do in these assays?
AmpC inh det: 13.8%

What do the screens show for `COc1cccc(-c2nnc(SCC(=O)Nc3ccc4c(c3)OCCO4)n2Cc2ccco2)c1`?
AmpC inh det: -1.0%

Results for N=c1sc2c(n1Cc1ccccc1)CCCC2 ?
AmpC inh det: -0.3%

Results for COc1ccc(OC)c(-n2cnnn2)c1 ?
AmpC inh det: -0.1%

Results for COc1ccc2c(c1)CCc1c(C(=O)N3CCCc4ccccc43)noc1-2 ?
AmpC inh det: -0.5%

What do the screens show for `Cc1nc(NCC2CCCO2)c2nnn(Cc3ccccc3Cl)c2n1` (stereo not drawn)?
AmpC inh det: 13.3%

Results for Cc1cc(NC(=O)CSc2nc(C(C)C)nc3sc(C)c(C)c23)no1 ?
AmpC inh det: -1.5%

How did COc1ccc(C(CC(=O)Nc2nccs2)n2cccc2)cc1 (stereo not drawn) do in these assays?
AmpC inh det: -7.6%

How did COc1ccccc1-c1cc(NCc2cnc(C)cn2)ncn1 do in these assays?
AmpC inh det: 10.9%

Results for O=C(NC(O)C(=O)c1cccs1)c1cccnc1 (stereo not drawn) ?
AmpC inh det: -0.6%

What do the screens show for `CCCc1noc2c1C(c1ccoc1)C(C#N)=C(N)N2` (stereo not drawn)?
AmpC inh det: 18.1%

What do the screens show for `CC(=O)c1cccc(S(=O)(=O)N2CCN(c3nc4cc(C)cc(C)c4cc3C#N)CC2)c1`?
AmpC inh det: 17.7%

What do the screens show for `O=C(Cn1cnc2c(cnn2-c2ccccc2)c1=O)c1ccc(Cl)cc1`?
AmpC inh det: 12.5%

How did O=C(c1ccc(C(=O)N2CCCc3ccccc32)nc1)N1CCCc2ccccc21 do in these assays?
AmpC inh det: -1.4%

How did CCOc1ccc(CCNC(=O)Cn2c(-c3nonc3N)nc3ccccc32)cc1OCC do in these assays?
AmpC inh det: 2.1%

Results for COC(=O)C1C(=O)C=C(N2CCOCC2)CC1(C)C (stereo not drawn) ?
AmpC inh det: -1.6%

What do the screens show for `Cc1ccc2c(CSc3nncs3)cc(=O)oc2c1`?
AmpC inh det: 13.6%

What do the screens show for `CCN1CCN(c2ncc(C(=O)Nc3cc(Cl)ccc3OC)c3ccccc23)CC1`?
AmpC inh det: -3.1%

How did CC(C)=C(NC(=O)c1ccccc1)C(=O)NCCCC(=O)O do in these assays?
AmpC inh det: -2.2%

How did C=CCn1c(SCc2nc3ccccc3[nH]2)nnc1-c1ccncc1 do in these assays?
AmpC inh det: 0.3%

Results for CN1CCN(c2ncc3nc(-c4cc(F)cc(F)c4)c(=O)n(C4CC4)c3n2)CC1 ?
AmpC inh det: 18.2%

What do the screens show for `Cc1ccc(S(=O)(=O)N(C)Cc2nc(-c3ccccn3)no2)cc1`?
AmpC inh det: -5.0%

What do the screens show for `CC(=O)Oc1ccccc1C(=O)Oc1ccc(/C=N/n2cnnc2)cc1`?
AmpC inh det: 8.4%

Results for COc1cc(-c2nc3cnccc3n2C)cc(OC)c1OC ?
AmpC inh det: 0.9%

Results for Cc1occc1C(=O)Nc1cccnc1 ?
AmpC inh det: -1.8%

Results for CSc1nc2c(c(=O)n1Cc1ccccc1)SC(C)C2 (stereo not drawn) ?
AmpC inh det: -0.2%

How did Cc1ccc2c(c1)[C@H]1OCC[C@H]1[C@@H](c1ccncc1)N2 do in these assays?
AmpC inh det: 11.9%

Results for CC(=O)c1ccc(OCCCC(=O)OCC(=O)N2CCN(c3ccccc3)CC2)cc1 ?
AmpC inh det: -3.5%
